# From PubChem BioAssay
# NOD2 RIPK2 PPI: inhibitors of human NOD2-RIPK2 interaction; AID 624267; O43353; CHO BLA complementation NOD2-RIPK2, CCF4 ratio; 360,000 compounds, 0.38% hits; inhibition, % at 4.98 µM; in the data active = inhibition above about 21%;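 also: 0% = vehicle only and 100% = reference blocker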
# Vif inh: blocks HIV Vif function; 340,000 compounds, 0.35% hits; HEK293T cells, Vif self-association by quenched fluorescence, imaging, 24 h; inhibition, % at 7.49 µM; in the data active = inhibition above about 50%, passing the limit was not always enough; inconclusive = no clear call, values can overlap the other calls; inactive = below about 31%; also: some results filed as inactive read as strong as hits
# NR5A2 inv ag: inverse agonists of human LRH-1 (NR5A2). O00482. HEK293T StAR-luciferase reporter, LRH-1 transfected, 24 h. inhibition, % at 3.6 µM. 360,000 compounds, 0.13% hits;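 active = inhibition above the mean inhibition of all tested compounds plus 3 SD, cut at about 73% in these data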;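 also: 0% = DMSO wells and 100% = reporter-only cells lacking LRH-1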
# SRC2 inh: human SRC2 (NCOA2) inhibition; 370,000 compounds, 0.17% hits; Q15596; HEK293 GAL4-SRC2 luciferase reporter, luminescence; AID 651957; inhibition, % at 9 µM;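 active = inhibition above the mean inhibition of all tested compounds plus 3 SD, set per campaign, cut at about 52% in these data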;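 also: 0% = DMSO treated cells and 100% = cells given Gossypol at 36 µM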
# LMP1 NFkB inh: reduces LMP1-driven NF-kappaB luciferase signal; LMP1-induced NF-kappaB luciferase reporter cells, luminescence; inhibition, % at 12.5 µM; 350,000 compounds, 0.69% hits; AID 504558; in the data active = inhibition above about 41%; inconclusive = no clear call, values can overlap the other calls;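 also: 0% = neutral control wells and 100% = reference inhibitor control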
# NR2F2 inh: inhibitors of human COUP-TFII (NR2F2); P24468; HEK293T NGFI-A luciferase reporter, luminescence; inhibition, % at 8.6 µM; 370,000 compounds, 0.7% hits;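 active = inhibition above a per-plate cutoff, mean inhibition of test wells between control levels plus 3 SD, cut at about 38% in these data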;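 also: cells cotransfected with COUP-TFII expression vector driving the NGFI-A reporter; 0% = median of COUP-TF2 test wells and 100% = reporter-only cells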
# C8 TRAIL sens: caspase-8 TRAIL sensitization. AID 624354. NB7+C8 cells + TRAIL, ATPlite viability luminescence. 360,000 compounds, 1% hits. inhibition (viability loss, TRAIL sensitization), % at 10 µM;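 active = compounds causing at least 50% loss of cell viability in the single-dose screen, relative to plate controls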
# SRC3 inh: inhibits human SRC3 coactivator; Q9Y6Q9; HEK293 GAL4-SRC3 luciferase reporter, luminescence; inhibition, % at 3.6 µM; 360,000 compounds, 0.17% hits;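 active = inhibition above a per-campaign cutoff, the mean of all compounds plus 3 SD, cut at about 60% in these data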;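 also: 0% = DMSO-treated cells and 100% = gossypol-treated cells at 36 µM; higher means less SRC3-driven luciferase light from the GAL4 reporter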
# SRC1 inh: inhibitors of human steroid receptor coactivator 1 (SRC1) | inhibition, % at 3.6 µM | Q15788 | 360,000 compounds, 0.12% hits | HEK293 GAL4-SRC1 luciferase reporter, luminescence;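 active = inhibition above the campaign mean plus 3 SD, with each screening campaign given its own cutoff, cut at about 60% in these data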;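 also: 0% = DMSO treated cells and 100% = gossypol at 36 µM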
# Target sequence (Q15788 whole entry, looked up, the tested form may be a part): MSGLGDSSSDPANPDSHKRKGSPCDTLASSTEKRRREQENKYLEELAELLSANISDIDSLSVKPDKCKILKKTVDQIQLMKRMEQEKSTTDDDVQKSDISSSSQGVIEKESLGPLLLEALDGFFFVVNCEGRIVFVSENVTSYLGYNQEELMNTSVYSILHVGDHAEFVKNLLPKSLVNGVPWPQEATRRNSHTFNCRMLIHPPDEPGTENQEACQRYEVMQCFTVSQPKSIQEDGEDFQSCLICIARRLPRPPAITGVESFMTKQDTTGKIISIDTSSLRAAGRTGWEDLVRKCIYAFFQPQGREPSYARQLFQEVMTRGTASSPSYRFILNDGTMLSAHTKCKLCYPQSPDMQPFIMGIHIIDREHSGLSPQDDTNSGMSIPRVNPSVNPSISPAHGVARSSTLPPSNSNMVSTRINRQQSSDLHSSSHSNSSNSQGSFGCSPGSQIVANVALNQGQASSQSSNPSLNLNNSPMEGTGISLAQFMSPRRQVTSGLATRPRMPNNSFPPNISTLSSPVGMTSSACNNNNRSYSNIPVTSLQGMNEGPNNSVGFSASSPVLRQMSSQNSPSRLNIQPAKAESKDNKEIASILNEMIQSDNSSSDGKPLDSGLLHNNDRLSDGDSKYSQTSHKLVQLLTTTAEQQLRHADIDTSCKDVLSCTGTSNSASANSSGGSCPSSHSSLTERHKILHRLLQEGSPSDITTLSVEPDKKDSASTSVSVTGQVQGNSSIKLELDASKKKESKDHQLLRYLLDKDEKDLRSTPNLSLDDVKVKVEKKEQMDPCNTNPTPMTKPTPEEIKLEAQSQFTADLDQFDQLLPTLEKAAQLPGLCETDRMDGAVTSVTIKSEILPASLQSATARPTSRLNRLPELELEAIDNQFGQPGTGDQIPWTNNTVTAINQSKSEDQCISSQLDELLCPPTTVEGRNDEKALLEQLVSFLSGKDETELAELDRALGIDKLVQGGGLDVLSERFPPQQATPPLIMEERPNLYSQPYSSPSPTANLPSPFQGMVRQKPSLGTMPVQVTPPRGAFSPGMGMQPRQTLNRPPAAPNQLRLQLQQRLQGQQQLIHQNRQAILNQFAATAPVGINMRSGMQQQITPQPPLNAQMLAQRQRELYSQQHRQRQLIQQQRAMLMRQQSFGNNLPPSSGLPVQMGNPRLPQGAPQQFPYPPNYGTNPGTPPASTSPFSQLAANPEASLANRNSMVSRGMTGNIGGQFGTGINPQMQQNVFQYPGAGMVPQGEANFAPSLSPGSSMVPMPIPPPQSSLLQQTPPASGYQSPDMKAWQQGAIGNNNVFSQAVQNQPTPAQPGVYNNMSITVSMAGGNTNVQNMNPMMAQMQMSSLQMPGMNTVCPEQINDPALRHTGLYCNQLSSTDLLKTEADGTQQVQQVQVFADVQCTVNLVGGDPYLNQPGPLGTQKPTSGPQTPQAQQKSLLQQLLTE
# TROY NFkB inh: TROY signaling inhibition; Q293 LMP1-TROYcd NF-kB luciferase reporter, 4 h; inhibition, % at 10 µM; 360,000 compounds, 0.98% hits; AID 1347056;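 active = compounds whose plate-normalised and pattern-corrected inhibition of the luciferase reporter signal at the single screening dose is 50% or more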
# TLR9-MyD88 inh: inhibitors of human TLR9-MyD88 binding; CHO BLA complementation TLR9-MyD88, CCF4 FRET ratio; AID 504734; 340,000 compounds, 0.21% hits; Q9NR96+Q99836; inhibition, % at 4.98 µM;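 active = inhibition above the mean over all tested compounds plus 3 SD, cut at about 21% in these data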;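 also: 0% = DMSO only wells and 100% = clavulanate BLA inhibitor control wells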
# * marks the source's active call; other numbers are inactive results; ? = inconclusive; . = no result given.
# Each structure is followed by: NOD2 RIPK2 PPI	Vif inh	NR5A2 inv ag	SRC2 inh	LMP1 NFkB inh	NR2F2 inh	C8 TRAIL sens	SRC3 inh	SRC1 inh	TROY NFkB inh	TLR9-MyD88 inh
Cc1ccc(Cl)c(NC(=O)COC(=O)c2cc[n+]([O-])cc2)c1Cl
    -4	?	5	-16	-5	1	-7	6	-5	-5	4
Cc1ccc(-c2nc(P(=O)(c3ccccc3)c3ccccc3)c(N3CCOCC3)o2)cc1
    3	-4	-4	-4	10	0	0	-4	7	-30	2
Cc1nc2cc(NC(=O)NCc3ccccc3)ccc2o1
    -2	24	-11	-34	-1	-22	0	8	-26	-4	3
COc1ccc(NC(=O)c2sc3nc(-c4cccnc4)ccc3c2N)cc1
    12	92*	-18	-18	7	-24	14	11	-55	-1	34*
O=C(CSc1nnc(SCc2ccccc2)s1)N/N=C/C=C/c1ccccc1[N+](=O)[O-]
    -11	-1	9	16	-4	14	0	7	0	-9	10
CCOC(=O)N1CCN(C(=O)CCc2nc3sc4c(c3c(=O)[nH]2)CCCC4)CC1
    9	-6	3	15	-6	20	18	12	22	23	4
COc1cccc(CC(=O)Nc2ccc(S(=O)(=O)N3CCCCC3)cc2)c1
    5	-5	-13	-30	9	0	-4	-9	7	-5	-2
S=C(c1ccco1)N1CCOCC1
    2	11	-10	-2	-4	11	9	8	6	7	4
Cc1onc(-c2ccccc2Cl)c1C(=O)N1CCN(c2nc3ccccc3s2)CC1
    4	-20	2	25	14	17	22	20	14	23	6
CCNC(=S)N1CCCCC1CO (stereo not drawn)
    4	0	12	2	-2	4	-11	13	-8	7	5
O=C(c1ccc(F)cc1)N1C2CCC1CC(O)(c1ccccc1F)C2 (stereo not drawn)
    -4	1	2	22	-4	6	0	8	0	5	-9
O=C(N/N=C/c1cccc([N+](=O)[O-])c1)C(=O)N1CCCCCC1
    2	0	6	10	4	12	-8	1	-9	-27	10
CCN1C(=O)[C@H]2[C@@H](c3ccc(C)cc3)N[C@]3(CCCN(Cc4ccco4)C3=O)[C@H]2C1=O
    0	-2	2	-14	5	10	-5	7	-7	-7	-2
CCCCCCCCCCCC(=O)N/N=C/c1ccco1
    7	2	-10	-7	-5	5	-11	8	-9	1	-5
Cc1csc(=O)n1CCC(=O)OCC(=O)Nc1cccc(C#N)c1
    5	16	6	8	-2	8	-4	22	-4	-7	5
COc1cccc(C(=O)N2CCC(C(=O)N3CCN(C)CC3)CC2)c1
    -3	-4	-10	-22	-4	-9	-32	11	22	-13	-5
COCC(=O)Nc1ccc(S(=O)(=O)Nc2onc(C)c2C)cc1
    -4	.	-4	0	2	-3	-3	9	-5	-4	-9
COc1ccccc1CC(=O)Nc1ccc(-c2noc(COc3cccc(C)c3C)n2)cc1
    5	10	13	-5	-4	12	20	7	6	-3	-13
O=[N+]([O-])c1ccc2nc(C(O)C(O)c3nc4ccc([N+](=O)[O-])cc4[nH]3)[nH]c2c1 (stereo not drawn)
    -10	2	9	10	1	17	0	-27	-2	-4	0
COc1ccc(NC(=O)CC2C(=O)N(c3ccc(OC)cc3)C(=O)N2CCc2cccs2)cc1 (stereo not drawn)
    7	-13	22	-5	-14	1	1	-2	-14	2	1

# Reprinted from the part before: two entries; new compounds follow.
# Each structure is followed by: NOD2 RIPK2 PPI	Vif inh	NR5A2 inv ag	SRC2 inh	LMP1 NFkB inh	NR2F2 inh	C8 TRAIL sens	SRC3 inh	SRC1 inh	TROY NFkB inh	TLR9-MyD88 inh
O=[N+]([O-])c1ccc2nc(C(O)C(O)c3nc4ccc([N+](=O)[O-])cc4[nH]3)[nH]c2c1 (stereo not drawn)
    -10	2	9	10	1	17	0	-27	-2	-4	0
COc1ccc(NC(=O)CC2C(=O)N(c3ccc(OC)cc3)C(=O)N2CCc2cccs2)cc1 (stereo not drawn)
    7	-13	22	-5	-14	1	1	-2	-14	2	1
CNc1nc(N)c([N+](=O)[O-])c(NC2CCCCC2)n1
    -4	-2	-4	-23	-10	0	-36	2	13	8	-3
Cc1cc(OCC(=O)Nc2cccnc2)c2c(C)c(C)c(=O)oc2c1
    -16	1	56	-18	2	-6	-34	10	-41	1	3
C(=NOCCc1ccccc1)c1cccnc1
    -12	2	-56	-53	-19	-32	-10	-61	-88	-48	-5
CCc1nc2ccccc2c(C(=O)OCc2nnc(-c3ccccc3)o2)c1C
    1	-2	13	14	12	-5	15	-6	-5	-2	1
O=c1[nH]c(-c2ccccc2)nc(CN2CCCCC2)c1O
    -9	1	-2	-15	-15	-1	9	2	3	6	-4
Cc1nn(C)c(C)c1N=Cc1c(O)ccc2ccccc12
    -2	11	22	-20	-2	17	-13	15	12	2	0
O=C(Nc1ccc(S(=O)(=O)Nc2ccc(Cl)cc2)cc1)C1CCCO1 (stereo not drawn)
    3	-16	15	13	8	26	7	26	2	17	7
COc1ccc(CNC(=O)C(C)OC(=O)c2cccn2C)cc1 (stereo not drawn)
    -11	1	5	-9	-19	-6	4	6	-1	0	2
O=C(CSc1nnc(CNC(=O)c2ccccc2F)o1)Nc1cccc(C(F)(F)F)c1
    -9	2	9	8	1	-21	-16	6	5	5	-5
NS(=O)(=O)c1ccc(N2CCN(CCOc3ccc(Cl)cc3)CC2)nc1
    -10	-21	20	18	15	20	4	-4	9	12	3
COc1ccc(S(=O)(=O)NC(=O)C2(C)CCN2C(=O)Cc2cc(C)cc(C)c2)cc1 (stereo not drawn)
    -10	4	13	-19	.	9	-3	-5	-22	-8	.
O=C(CSc1ncnc2c1oc1ccccc12)Nc1nccs1
    7	.	23	10	4	-4	-6	-61	0	-3	-9
COc1ccc(CNC(=O)COC(=O)c2nc3nc(C)cc(C)n3n2)cc1
    6	0	-4	13	0	10	-8	0	-7	1	-1
Cc1ccc(C(=O)N2CCOCC2)cc1S(=O)(=O)Nc1cccc(C)c1C
    -7	-4	22	-4	2	3	-3	14	3	11	-3
C/C(Cc1ccccc1)=N\NC(=O)CNC(=O)c1ccccc1
    -3	-2	-3	-13	34	-8	-2	10	16	-17	3
CC(C)(C)C1CCc2c(sc(NC(=O)c3ccco3)c2C(N)=O)C1 (stereo not drawn)
    -5	-5	-27	-28	-46	-17	35	-5	-6	-41	-2
CN(C)S(=O)(=O)c1cc(NC2CC(=O)N(c3ccc(F)cc3)C2=O)ccc1Cl (stereo not drawn)
    -12	5	0	18	-8	-11	-1	1	8	-12	-3
COCCNC(=O)CN(C(=O)c1ccc(N2CCCC2)nc1)c1ccc(F)c(Cl)c1
    6	-6	1	33	-1	-3	4	-2	5	5	-1
C=CC[C@H](CC(=O)N(CCO)Cc1ccccc1)C(=O)N[C@@H](C)COC(=O)[C@@H](CC=C)Cc1ccc(F)cc1
    3	-4	0	-5	2	15	-9	4	2	10	-6
Cc1cc(C(=O)CSc2nnc(C3COc4ccccc4O3)n2C)c(C)n1-c1ccc(F)cc1 (stereo not drawn)
    -2	-11	14	13	-10	20	-18	17	-5	-3	-4

# (listing goes on)
Structure,NOD2 RIPK2 PPI,Vif inh,NR5A2 inv ag,SRC2 inh,LMP1 NFkB inh,NR2F2 inh,C8 TRAIL sens,SRC3 inh,SRC1 inh,TROY NFkB inh,TLR9-MyD88 inh
Cc1ccc(Cl)c(OCC(=O)NN2CCN(C)CC2)c1,-4,8,5,-3,2,3,5,23,-2,2,-5
C=CCNC(=S)N/N=C1\CCS(=O)(=O)c2ccccc21,-7,-10,0,-3,10,-2,-3,-10,-11,-17,6
Cc1ccc(NC(=O)CCCn2c(=O)[nH]c3ccsc3c2=O)cc1,-2,26,2,.,-7,.,4,-14,-55,-23,1
COc1ccc(S(=O)(=O)N(C)CC(=O)NC2CCCCC2)cc1Cl,-8,-1,5,-22,13,-2,3,10,5,-10,-1
Cc1cc(=O)n2c(C(=O)Nc3ccc(C)c(C)c3)c(C(=O)Nc3ccccc3)sc2n1,-7,-11,-18,-25,-16,-2,-10,5,-3,37,5
CCOc1ccc(NC(=O)CCn2c(=O)[nH]c3ccsc3c2=O)cc1,4,7,-2,-13,10,2,15,-29,2,-7,11
O=C(O)CCCN1C(=O)/C(=C/c2ccncc2)SC1=S,-4,0,-11,17,-14,25,19,27,-1,20,0
CCc1nn2c(=O)cc(COc3ccc(/C=C4\C(=N)N5N=C(C)SC5=NC4=O)cc3)nc2s1,4,-2,2,-5,-3,6,22,0,-1,-7,0
O=P(C(=NCCO)NO)(N1CCOCC1)N1CCOCC1,0,2,-13,9,0,7,2,-6,3,-8,-15
Cc1cccn2c(=O)c(C=O)c(NCc3ccccc3)nc12,5,5,2,-22,.,-3,-5,10,11,2,.
Cc1cccc(NC(=O)CCNC(=O)c2ccccc2Cl)n1,0,1,19,1,0,21,-19,14,3,-1,0
COc1cc(SC)ccc1C(=O)Nc1ccc(C)cc1C,.,-6,.,-60,-47,-37,21,.,.,-85,-58
Cc1ccccc1SCC(=O)Nc1ccc(N2CCOCC2)cc1,-1,-1,2,-31,-4,-9,-6,1,0,-18,-1
O=C(NC1CCC(O)CC1)c1cccnc1Sc1ccccc1Cl (stereo not drawn),-1,7,19,-8,2,-12,-14,-6,-8,4,5

# Single records, as listed above:
# Shown for COc1cc(SC)ccc1C(=O)Nc1ccc(C)cc1C → NOD2 RIPK2 PPI: .; Vif inh: -6; NR5A2 inv ag: .; SRC2 inh: -60; LMP1 NFkB inh: -47; NR2F2 inh: -37; C8 TRAIL sens: 21; SRC3 inh: .; SRC1 inh: .; TROY NFkB inh: -85; TLR9-MyD88 inh: -58
# Shown for Cc1ccccc1SCC(=O)Nc1ccc(N2CCOCC2)cc1 → NOD2 RIPK2 PPI: -1; Vif inh: -1; NR5A2 inv ag: 2; SRC2 inh: -31; LMP1 NFkB inh: -4; NR2F2 inh: -9; C8 TRAIL sens: -6; SRC3 inh: 1; SRC1 inh: 0; TROY NFkB inh: -18; TLR9-MyD88 inh: -1

# The list is partial; rates above refer to the full screens.
